Screens: PubChem, Vanderbilt University
GIRK2 activator: activators of NPY4-receptor-primed GIRK2 channels, summary, cell-based, HEK293, thallium flux | G protein-activated inward rectifier potassium channel 2 (Homo sapiens), P48051 | HEK293 GIRK2/NPY4 cells, thallium flux fluorescence | activation (% efficacy), % for hits at 37.5 µM | 34,000 tested, under 10 active | AID 1259324, 2017;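 active means primary screen hit, no activity in plain HEK293 cells, and in GIRK2-only cells above 5% efficacy rising with concentration; inactive means the rest, including fluorescent compounds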;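 further: efficacy is normalized control-subtracted fluorescence 15 s after thallium addition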
Target sequence (P48051 whole entry, looked up): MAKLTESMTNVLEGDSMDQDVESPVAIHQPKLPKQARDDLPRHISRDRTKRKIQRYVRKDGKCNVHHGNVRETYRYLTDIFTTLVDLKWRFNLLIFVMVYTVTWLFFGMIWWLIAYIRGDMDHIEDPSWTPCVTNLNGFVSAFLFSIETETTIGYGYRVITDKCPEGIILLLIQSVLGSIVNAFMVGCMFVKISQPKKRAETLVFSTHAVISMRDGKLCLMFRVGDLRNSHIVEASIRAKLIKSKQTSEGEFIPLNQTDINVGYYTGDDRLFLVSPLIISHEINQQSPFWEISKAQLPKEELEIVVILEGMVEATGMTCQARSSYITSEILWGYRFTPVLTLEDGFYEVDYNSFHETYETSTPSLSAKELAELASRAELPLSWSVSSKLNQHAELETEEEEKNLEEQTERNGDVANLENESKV
Calls only; i = inactive.

entry	Compound	GIRK2 activator
1	Cc1cc(C)n(CC(=O)NCc2ccccc2OC(F)(F)F)n1	i
2	CC(C)NC(=O)c1ccc(Cn2c(SCC(N)=O)nc3ccccc3c2=O)cc1	i
3	Fc1ccc(Nc2nnnc3c2cnn3-c2ccccc2)c(F)c1	i
4	O=C(Nc1ccccc1NC(=O)c1cccs1)c1cnccn1	i
5	CCOC(=O)C1=C(C)N=c2s/c(=C/c3cnn(C)c3C)c(=O)n2C1c1ccccc1 (stereo not drawn)	i
6	COc1cccc(NC(=O)Cn2nc(-c3ccco3)c3sc(N4CCOCC4)nc3c2=O)c1	i
7	O=C(NCC1CCN(C(=O)COc2ccccc2)CC1)C(=O)Nc1ccc(F)c(Cl)c1	i
8	COc1ccc(-c2cc(NS(C)(=O)=O)n(C3CCS(=O)(=O)C3)n2)cc1 (stereo not drawn)	i
9	NS(=O)(=O)c1ccc(NC(=O)CN2C(=O)c3ccccc3S2(=O)=O)cc1	i
10	COc1cc(NC(=O)c2ccco2)ccc1N1CCCCC1=O	i
11	Cc1cc(C)n(CCN2CCN(C(=O)c3cc4ccccc4o3)CC2)n1	i
12	CCCc1cc(-n2nc(C)cc2C)n2ncc(-c3ccccc3)c2n1	i
13	COc1cc(C)c(C)cc1S(=O)(=O)NCCOc1ccc(-c2ccc(C)cc2)nn1	i
14	CCOc1ccc(-c2nc(Cn3nnc(C(=O)Nc4ccc(F)c(F)c4)c3C)c(C)o2)cc1	i
15	COC(=O)c1ccc2c(=O)n(Cc3ccc(C)o3)c(=S)[nH]c2c1	i

Overlap with the part before: 2 entries, then new ones.
entry	Compound	GIRK2 activator
14	CCOc1ccc(-c2nc(Cn3nnc(C(=O)Nc4ccc(F)c(F)c4)c3C)c(C)o2)cc1	i
15	COC(=O)c1ccc2c(=O)n(Cc3ccc(C)o3)c(=S)[nH]c2c1	i
16	COc1ccccc1C1C(C(=O)Nc2ccc(Cl)cc2)C(C)Nc2ncnn21 (stereo not drawn)	i
17	COC(=O)c1sccc1S(=O)(=O)Nc1ccc(CC(=O)NCC(F)(F)F)cc1	i
18	CC(=O)Nc1ccc(S(=O)(=O)NCCCN2CCOC(c3ccccc3)C2)c(C)c1 (stereo not drawn)	i
19	Cn1c(=O)c(C(=O)Nc2ccccc2-c2ccccc2)cc2cccnc21	i
20	CC(=O)CC1(O)C(=O)N(CCOc2ccccc2C)c2c(Cl)ccc(Cl)c21 (stereo not drawn)	i
21	O=C1CC(NC(=O)NCc2cccs2)CN1 (stereo not drawn)	i
22	COc1ccc(CCNS(=O)(=O)c2ccc(C(=O)Nc3nccs3)o2)cc1OC	i
23	S=c1nc(NCCCN2CCOCC2)c2ccccc2[nH]1	i
24	O=[N+]([O-])c1ccc(NC(=S)NC2CS(=O)(=O)CC2Cl)cc1 (stereo not drawn)	i
25	O=C1/C(=C/c2ccc(Br)cc2)Oc2cc(O)ccc21	i
26	O=C(COc1ccc(Cl)cc1Cl)NCC(=O)N1CCOC(c2ccccc2)C1 (stereo not drawn)	i
27	COc1cc(NC(=O)c2nnn(-c3cc(Cl)ccc3OC)c2C)cc(OC)c1	i
28	O=c1[nH]c(N2CCN(c3ccccc3F)CC2)nc2c(-c3ccc(F)cc3)csc12	i
29	O=C(c1cc(-c2cccs2)[nH]n1)N1CCC(Cn2cccn2)CC1	i
30	Cc1ccc(C(=O)N(CCN2CCOCC2)c2nc3c(C)cccc3s2)cc1	i
31	O=S(=O)(c1ccc(F)cc1F)N1CCN(Cc2nnnn2-c2ccccc2)CC1	i
32	O=C(NCc1n[nH]c(=O)c2ccccc12)c1ccc2nc[nH]c2c1	i
33	Clc1ccc(Nc2nc(NCCCn3ccnc3)nc3nc[nH]c23)cc1	i
34	COCc1cc(=O)[nH]c2cc(NC(=O)Cc3c(C)noc3C)ccc12	i
35	COc1ccc(F)cc1S(=O)(=O)N1CCN(c2ccc3nncn3n2)CC1	i
36	CCC(C)NC(=O)c1cc2c(=O)n3cc(C)ccc3nc2n1C (stereo not drawn)	i
37	CCCc1nnsc1C(=O)NCC1CCN(S(C)(=O)=O)CC1	i
38	CCc1nnc(-c2ccc(NC(=O)c3ccc(F)c(F)c3)cc2)o1	i
39	CCOc1ccc(C(=O)NCCS(=O)(=O)N2CCN(c3ncccn3)CC2)cc1	i
40	O=C(c1ccccc1)c1cn(Cc2ccccc2)c2cc3c(cc2c1=O)OCCO3	i
41	Cc1ccc(N2CCN(C(=O)COc3ccccc3)CC2)nn1	i
42	Cc1ccc(S(=O)(=O)N2CCCC2C(=O)Nc2cc(C)nn2C)cc1 (stereo not drawn)	i
43	COC(=O)c1ccc(NC(=O)C(=O)NCCC(O)c2ccco2)cc1 (stereo not drawn)	i
44	CCCCn1c(SCc2nc(-c3ccc4c(c3)OCO4)no2)nc2ccsc2c1=O	i
45	CCCS(=O)(=O)N1CCCC(C(=O)NCc2ccco2)C1 (stereo not drawn)	i
46	Cc1cccn2c(=O)c(NC(=O)c3ccc(F)cc3)cnc12	i
47	CN(C)c1cccc(C(=O)N2CCN(C(=O)c3cnn4ccccc34)CC2)c1	i
48	O=C(CSc1nc(=O)n(CCO)c2c1CCCC2)Nc1ccccc1[N+](=O)[O-]	i
49	CC(C)(Oc1ccc(Cl)cc1)C(=O)N1CCC(c2ccsc2)CC1	i
50	O=C(NCCS(=O)(=O)N1CCN(c2ccccn2)CC1)C1CCCC1	i
51	CSc1ccccc1CN1CCC(CNC(=O)c2nc3ccccc3s2)CC1	i
52	Cc1cc(NC(=O)CSc2nc(-c3ccccc3)c(N)s2)no1	i
53	O=C(Nc1ccc2c(c1)CN(C(=O)C1CC1)CC2)Nc1c(F)cccc1F	i
54	O=C(CCCn1nc(-c2ccc(Cl)cc2)ccc1=O)Nc1ccc(F)c(F)c1	i
55	CN(C)C(CNS(=O)(=O)c1ccccc1[N+](=O)[O-])c1ccc(F)cc1 (stereo not drawn)	i
56	O=C(NC(c1ccccc1)c1ccccc1)N1CCN(CC(F)(F)F)CC1	i
57	Cc1nn2c(NCCN(C)C)c3c(nc2c1-c1ccccc1)CCCC3	i
58	CC(C)C(=O)N1CCc2ccc(NC(=O)Nc3cccs3)cc2C1	i
59	Cc1ccc2nc3c(cc(C(=O)N(C)C)n3C)c(=O)n2c1	i
60	COc1ccc(-c2cc(=O)n(CC(=O)Nc3ccc4c(c3)OCO4)cn2)cc1	i
61	CC(=O)Nc1cccc(NC(=O)CCCn2nc(-c3ccccc3)ccc2=O)c1	i
62	O=C(Cc1ccc(-c2ccccc2)cc1)Nn1cnc2c(cnn2-c2ccccc2)c1=O	i
63	O=C(c1ccco1)N1CCN(Cc2nc(-c3cccs3)cs2)CC1	i
64	COc1ccc(S(=O)(=O)CCCC(=O)Nc2nc(-c3cc(Cl)sc3Cl)cs2)cc1	i
65	COc1cccc(C(=O)NCC(C)(O)c2ccc(-c3ccccc3)cc2)c1OC (stereo not drawn)	i
66	CC(=O)Nc1ccc(S(=O)(=O)Nc2ccc(CC(=O)N3CCOCC3)cc2)c(C)c1	i
67	COc1ccc(OC)c(-c2c(Nc3ccc(C)cc3C)oc3c2c(=O)n(C)c(=O)n3C)c1	i
68	Cc1cc(C)c(C(=O)NCCCCN2CCOC(c3ccccc3)C2)c(C)c1 (stereo not drawn)	i
69	O=C(Cn1nc2c(c1NC(=O)c1ccc(Br)o1)CSC2)NCC1CCCO1 (stereo not drawn)	i
70	CS(=O)(=O)N1CCC(CNC(=O)c2cccc(Br)c2)CC1	i
71	Cc1ccc(Cl)cc1S(=O)(=O)Nc1ccc2c(c1)N(C(=O)C(C)(C)C)CC2	i
72	O=C(C1CCCC1)N(Cc1ccsc1)Cc1ccccn1	i
73	O=C(COc1ccccc1F)N1CCN(c2cc(N3CCCC3)ncn2)CC1	i
74	COc1ccc2nc(-c3ccc(C)c(NS(=O)(=O)c4ccc(C)c(C)c4)c3)cn2n1	i
75	O=C(NCCc1ccccc1)c1ccc2c(=O)n(Cc3ccccc3Cl)c(=S)[nH]c2c1	i

(next part)
entry	Compound	GIRK2 activator
76	Cc1cc(S(=O)(=O)N(Cc2cccn2C)C2CC2)c(Cl)cc1Cl	i
77	CC1=C(C)CC2C(=O)C(c3ccc(C(C)C)cc3)=CC(=O)C2C1 (stereo not drawn)	i
78	COc1cccc(C(CNS(=O)(=O)CCc2ccccc2)N2CCOCC2)c1 (stereo not drawn)	i
79	COc1ccccc1-c1noc(C2CN(S(=O)(=O)c3cccc(C(C)=O)c3)C2)n1	i
80	COc1ccc(C)c2sc(N3CCN(C(=O)c4ccn(C)n4)CC3)nc12	i
81	COc1ccc(CNC(=O)c2ccc3c(=O)n4c(nc3c2)SCC4)cc1	i
82	O=C(Nc1ccc([N+](=O)[O-])cc1)c1ccc(N2CCCCS2(=O)=O)cc1	i
83	O=C(Cc1ccc(F)cc1)NCCS(=O)(=O)N1CCN(c2ncccn2)CC1	i
84	CN1CC(NC(=O)c2csc(-c3ccccc3)n2)CC1=O (stereo not drawn)	i
85	CCOC(=O)Cc1csc(NS(=O)(=O)CCOc2ccc(CC)cc2)n1	i
86	O=C(NCCn1nc(-n2cccn2)ccc1=O)c1cc2ccccc2o1	i
87	O=C(c1ccccc1Oc1ccccc1)N1CCC(c2cccs2)CC1	i
88	O=C(CN1C(=O)S/C(=C\c2ccc(O)cc2)C1=O)c1ccccc1	i
89	O=C(CCCNS(=O)(=O)c1ccc(Cl)cc1)N1CCN(c2ccccn2)CC1	i
90	COc1ccc(NC(=O)c2ccc([N+](=O)[O-])cc2Cl)cc1N1CCCCC1=O	i

Entries listed so far containing an aryl thioether with sulfur outside any ring (five):
entry	Compound	GIRK2 activator
2	CC(C)NC(=O)c1ccc(Cn2c(SCC(N)=O)nc3ccccc3c2=O)cc1	i
44	CCCCn1c(SCc2nc(-c3ccc4c(c3)OCO4)no2)nc2ccsc2c1=O	i
48	O=C(CSc1nc(=O)n(CCO)c2c1CCCC2)Nc1ccccc1[N+](=O)[O-]	i
51	CSc1ccccc1CN1CCC(CNC(=O)c2nc3ccccc3s2)CC1	i
52	Cc1cc(NC(=O)CSc2nc(-c3ccccc3)c(N)s2)no1	i

The listing continues:
entry	Compound	GIRK2 activator
91	O=C(Nc1ccc2c(c1)CN(C(=O)c1cccs1)CC2)C1CC(=O)N(c2ccc(Cl)cc2)C1 (stereo not drawn)	i
92	CCCNC(=O)C(=O)NCCO	i
93	O=C(c1ccccc1Cl)N1CCN(c2ccc(-c3ccccn3)nn2)CC1	i
94	CS(=O)(=O)N1CCC(C(=O)Nc2nc3ccc(S(N)(=O)=O)cc3s2)CC1	i
95	CC(C)CCNC(=O)Cc1csc(Nc2cccc(Cl)c2)n1	i
96	CS(=O)(=O)Nc1ccccc1C1=NN(C(=O)CCC(=O)O)C(c2ccco2)C1 (stereo not drawn)	i
97	Cc1ccc(Cl)cc1-n1ncc2c1ncn1c(-c3cccnc3)nnc21	i
98	O=C(Nc1cc(C(F)(F)F)cc(C(F)(F)F)c1)C1CCCN(c2ccc(-n3cccn3)nn2)C1 (stereo not drawn)	i
99	COc1ccc(C)cc1NC(=O)C(=O)NCC(O)c1cccn1C (stereo not drawn)	i
100	COc1ccc(CCS(=O)(=O)NCC2CCN(Cc3ccccc3)CC2)cc1	i
101	O=C(NCCn1ncc2c(N3CCN(Cc4ccccc4)CC3)ncnc21)c1cccs1	i
102	CC(=O)Nc1cccc(Nc2ncnc3c2nnn3C)c1	i
103	Cc1noc(C)c1CCC(=O)N1CCC(c2nnc(-c3ccco3)s2)CC1	i
104	Cc1csc(NC(=O)c2ccc(S(=O)(=O)NCc3cccs3)o2)n1	i
105	COc1ccc(Br)c(C(=O)N2CCC(c3nnc(-c4ccco4)s3)CC2)c1	i
106	COc1ccc(CCS(=O)(=O)NCCCN2CCOC(c3ccccc3)C2)cc1 (stereo not drawn)	i
107	Cc1cc(C(=O)Nc2nc(-c3cccs3)cs2)on1	i
108	COc1cccc(N2CC(C(=O)NCC(C)(O)C3CC3)CC2=O)c1 (stereo not drawn)	i
109	CCOc1nn(CC)cc1-c1nnc(SCC(=O)N2CCOCC2)n1C	i
110	O=C(Cn1ccc2ccn(Cc3ccccc3)c2c1=O)Nc1ccc(Br)cc1	i
111	Cn1c(SCC(=O)Nc2ccc(F)cc2F)nc2c(-c3ccccc3)c[nH]c2c1=O	i
112	O=S(=O)(c1ccc(F)c(Cl)c1)N1CCN(c2ccc(-c3cccs3)nn2)CC1	i
113	Cc1cc(=O)n(CC(=O)Nc2cc(C(F)(F)F)ccc2Cl)cn1	i
114	CCn1ccnc1N1CCN(C(=O)c2cc(Cl)ccc2OC)CC1	i
115	COC(=O)N1CCC(CNS(=O)(=O)c2cc(OC)ccc2OC)CC1	i
116	CCOc1ccccc1NC(=O)N1CCN(C(=O)c2cnn3ccccc23)CC1	i
117	O=C(NCCCn1nc(-c2ccccc2)ccc1=O)c1ccc(C(F)(F)F)cc1	i
118	COc1ccc2nc(-c3cccc(NC(=O)c4c(OC)cccc4OC)c3)cn2n1	i
119	Cc1ccc(NC(=O)C(=O)NCC2CCN(S(=O)(=O)C3CC3)CC2)cc1F	i
120	O=C(Nn1cnc2c(cnn2-c2ccccc2)c1=O)c1cc(Br)ccc1Cl	i

Reprinted: compounds 106–107
entry	Compound	GIRK2 activator
106	COc1ccc(CCS(=O)(=O)NCCCN2CCOC(c3ccccc3)C2)cc1 (stereo not drawn)	i
107	Cc1cc(C(=O)Nc2nc(-c3cccs3)cs2)on1	i

(listing goes on)
entry	Compound	GIRK2 activator
121	COc1nn(C)cc1C(=O)Nc1cc(-c2ccco2)nn1CCO	i
122	COc1ccc(Cl)cc1NC(=O)CCCn1nc(-c2ccc(Cl)cc2)ccc1=O	i
123	CNC(=O)C1Cc2ccccc2N1C(=O)c1ccccc1SC(F)F (stereo not drawn)	i
124	O=C(NCc1ccco1)C(=O)Nc1c2c(nn1-c1ccc(Cl)cc1)CS(=O)(=O)C2	i
125	Cc1cc(-c2nnc(NC(=O)c3ccc(SC(C)C)cc3)o2)nn1C	i
126	O=C(NCCN1CCn2cc(OCc3ccc(F)cc3)c(=O)cc2C1=O)C1CCCCC1	i
127	COc1nn(C)cc1-c1nnc(SCC(=O)NCc2ccc(F)cc2)n1C	i
128	CC(C)(C)NC(=O)CSc1nnc(-c2ccncc2)o1	i

Some of the compounds tested; rates above refer to the full screens.
